Source: PubChem BioAssay (several laboratories)
MITF act – activators of MITF-driven TRPM1 promoter reporter, primary screen, cell-based, SK-MEL-5, luciferase, single point. SK-MEL-5 TRPM1-promoter luciferase, 24 h; % of positive control, neutral wells = 0. activation, % at 12.5 µM. 300,000 tested, 0.75% active. AID 588334, 2011;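 active = mean activation of at least 80% with every replicate also reaching 80%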;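 note: 0% = neutral control wells and 100% = parthenolide positive control wells; values of inactives mirror those of a sister screen read the other way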
Wnt act – Wnt/beta-catenin pathway activators, primary screen, cell-based, plate reader, single point. Wnt/beta-catenin reporter cell assay, activator. activation, % at 9.35 µM. 300,000 tested, 1.2% active; in the data active = activation above about 30%, passing the limit was not always enough;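 note: 0% = neutral control wells and 100% = positive control wells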
phage Ecoli inh – growth loss of phage-infected E. coli, primary screen, RecBCD inhibitor project, absorbance, with phage, HTS. inhibition, % at 11.9 µM. 360,000 tested, 0.26% active; in the data active = inhibition above about 11%
E coli growth – E. coli V3065 growth inhibition, primary screen, counter-screen for AddAB inhibitor project, absorbance, OD600 | 18 h | inhibition, % at 11.9 µM | 330,000 tested, 0.27% active;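 active = inhibition above the campaign's mean inhibition across all tested compounds plus 3 SD, cut at about 9.9% in these data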;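 note: uninfected addAB+ strain grown without phage in ampicillin broth; 0% = DMSO wells and 100% = ciprofloxacin 0.95 µg/ml wells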
AddAB inh – growth inhibition of E. coli expressing H. pylori AddAB, primary screen, AddAB inhibitor project, absorbance; inhibition, % at 11.9 µM; 330,000 tested, 0.29% active; AID 435030, 2010; in the data active = inhibition above about 12%;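 note: 0% = vehicle wells of infected cells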
CAL PDZ FP-1 – untagged CAL PDZ binding inhibitors, primary screen, biochemical, fluorescence polarization, HTS; Golgi-associated PDZ and coiled-coil motif-containing protein (Homo sapiens), Q9HD26; purified CAL PDZ, TMR-peptide fluorescence polarization, 1 h; inhibition, % at 24.9 µM; 300,000 tested, 0.92% active; AID 602252, 2012;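 active = mean inhibition of at least 30% with at least half of replicates also reaching 30%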;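 note: 0% = DMSO neutral control and 100% = excess unlabeled competitor peptide PRC23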
Tat export inh – E. coli Tat export inhibitors, primary screen, MC4100, TorA-mCherry reporter, fluorescence, single point; inhibition, % at 10 µM; 340,000 tested, 0.036% active;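 active = mean replicate inhibition at least 50% and at least half of replicates individually reaching 50%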;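 note: exported cargo escapes ClpAP degradation while cytoplasmic cargo is degraded and loses fluorescence; 0% = median of neutral control wells and 100% = median of NaSCN control wells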
CAL PDZ FP-2 – CAL PDZ peptide-binding inhibitors, primary screen, biochemical, fluorescence polarization, Cer-tagged CAL PDZ, HTS | purified CAL PDZ, TMR-peptide fluorescence polarization, 1 h | inhibition, % at 20 µM | 330,000 tested, 0.02% active | AID 504414, 2011;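 active = highest replicate inhibition of at least 40%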;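 note: plate controls were DMSO neutral control wells for no effect and unlabeled competitor peptide control wells for full effect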
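Assay system – tagged CAL PDZ protein CerCALP, purified · Timing – 1 h at RT · Compound – single point, 20 µM · Measured by – fluorescence polarization from S- and P-plane intensities, G-factor corrected · Evaluation – inhibition from polarization loss · Probe or stimulus – TMR reporter peptide T*-PRC34 · Buffer or medium – pH 7.4 phosphate-saline buffer, reducing agent, detergent, IgG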
SR-BI DiI-HDL act – activators of SR-BI mediated DiI-HDL uptake, primary screen, ldlA[mSR-BI] CHO cells, DiI fluorescence; 3 h; 100 = double the neutral-control signal; activation, % at 12.5 µM; 320,000 tested, 0.096% active;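 active = mean replicate activation of at least 60% and every replicate at or above 60%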;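 note: 0% = median plate neutral-control signal and 100% = twice that signal; values of inactives mirror those of a sister screen read the other way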
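Test system: SR-BI-overexpressing, LDLR-lacking CHO cells; Also added: labelled HDL, 10 µg/mL; Measured by: bottom-read cell fluorescence after medium removal, ex 550/em 595 nm; Timing: 3 h uptake period with compound, 37 °C; Buffer or medium: F12, 0.5% BSA, 25 mM HEPES; Doses: single compound concentration, delivered by pin transfer.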
SR-BI DiI inh – inhibitors of SR-BI mediated HDL lipid uptake, primary screen, ldlA[mSR-BI] cells, fluorescence, single point | Scavenger receptor class B member 1 (Mus musculus), Q61009 | ldlA[mSR-BI] CHO cells, DiI-HDL uptake fluorescence, 3 h | inhibition, % at 12.5 µM | 320,000 tested, 0.96% active | AID 488896, 2010;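 active = mean replicate inhibition of at least 70% and a set share of replicates each scoring 70 or more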;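 note: 0% = median of neutral control wells and 100% = median of positive control wells; values of inactives mirror those of a sister screen read the other way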
Target sequence (Q61009 whole entry, looked up): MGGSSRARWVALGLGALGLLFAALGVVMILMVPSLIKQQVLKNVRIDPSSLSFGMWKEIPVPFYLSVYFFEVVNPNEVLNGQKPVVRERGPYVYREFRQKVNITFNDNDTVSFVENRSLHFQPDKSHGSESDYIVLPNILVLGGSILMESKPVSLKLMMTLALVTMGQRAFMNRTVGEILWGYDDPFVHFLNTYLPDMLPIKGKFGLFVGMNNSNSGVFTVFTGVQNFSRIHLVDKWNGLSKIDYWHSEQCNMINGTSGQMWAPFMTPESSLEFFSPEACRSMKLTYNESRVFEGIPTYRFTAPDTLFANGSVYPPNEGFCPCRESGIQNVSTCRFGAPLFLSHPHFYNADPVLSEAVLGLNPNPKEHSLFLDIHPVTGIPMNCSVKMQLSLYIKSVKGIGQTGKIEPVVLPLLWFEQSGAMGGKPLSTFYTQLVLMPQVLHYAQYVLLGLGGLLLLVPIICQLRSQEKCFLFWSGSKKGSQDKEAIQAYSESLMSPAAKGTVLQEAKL
Active calls of the source: *; . = no result given.

nr	Structure	Wnt act	MITF act	SR-BI DiI-HDL act	phage Ecoli inh	E coli growth
1	N#CSC(c1ccccc1)c1nc2ccccc2[nH]c1=O (centres undefined)	-2	-5	3	1.4	-0.7
2	CN(c1ccccc1)S(=O)(=O)c1ccc(Cl)c(C(=O)OCC(=O)NC2CCS(=O)(=O)C2)c1 (centres undefined)	0	-6	-38	5.5	1.2
3	Cc1ccc(-c2cc(C(=O)N3CCC(C)CC3)c3ccccc3n2)cc1	6	7	-41	-0.2	.
4	O=C(O)c1cncc(C#Cc2ccccc2)c1	10	9	-4	0.4	-1.6
5	O=C(NC1CCCN(CCc2ccccc2)C1)c1c[nH]c2ccccc12 (centres undefined)	0	.	-8	-0.5	-1.6
6	COC(=O)c1c(NC(=O)C(=O)N2CCOCC2)sc2c1CCCC2	1	4	-14	0.6	-1.2
7	Cc1ccc(C)c2[nH]c(=O)c(CCNC(=O)c3ccc(S(=O)(=O)N4CCCC4)cc3)cc12	-1	4	.	2.6	1.2
8	Cc1ccc2sc(NNC(=O)C3=COCCO3)nc2c1C	-2	19	-3	1.1	3.3

nr	CAL PDZ FP-2	SR-BI DiI inh	AddAB inh	Tat export inh	CAL PDZ FP-1
1	-0.5	-3	-0.9	12	0
2	0.1	38	5.1	4	2
3	-2.6	41	.	14	-6
4	-2.4	4	-0.5	-5	-3
5	-0.2	8	5.0	6	-4
6	-3.0	14	3.2	12	-6
7	-4.9	43	5.1	4	-1
8	-0.3	3	5.3	-2	1

Reprinted at random: two entries already listed, in no set order.
nr	Structure	Wnt act	MITF act	SR-BI DiI-HDL act	phage Ecoli inh	E coli growth
2	CN(c1ccccc1)S(=O)(=O)c1ccc(Cl)c(C(=O)OCC(=O)NC2CCS(=O)(=O)C2)c1 (centres undefined)	0	-6	-38	5.5	1.2
5	O=C(NC1CCCN(CCc2ccccc2)C1)c1c[nH]c2ccccc12 (centres undefined)	0	.	-8	-0.5	-1.6

nr	CAL PDZ FP-2	SR-BI DiI inh	AddAB inh	Tat export inh	CAL PDZ FP-1
2	0.1	38	5.1	4	2
5	-0.2	8	5.0	6	-4

(cont.)
nr	Structure	Wnt act	MITF act	SR-BI DiI-HDL act	phage Ecoli inh	E coli growth
9	Cc1cc(=O)[nH]c(SCc2nnc(-c3ccccc3)o2)n1	.	3	16	4.4	0.9
10	Cc1cc(NC(=O)C(C)SCC(=O)N(C)Cc2ccccc2F)no1 (centres undefined)	1	-2	27	4.5	-1.9
11	COc1ccc(-c2noc(CN(C(=O)c3cccs3)C(C)C)n2)cc1	.	-8	-27	0.3	0.7
12	COc1ccc(C(=O)NC2CCCc3ccccc32)cc1Br (centres undefined)	-3	-10	-35	0.7	-0.4
13	COC(=O)c1cc(NC(=O)c2cccnc2)ccc1N1CCOCC1	3	-4	13	-1.6	-0.2
14	Cc1ccc(-c2nnc(CCC(=O)N(C)Cc3nccs3)o2)s1	4	40	-4	3.6	-2.6
15	CCN(CC(=O)Nc1ccccc1C(F)(F)F)C(=O)CN1C(=O)NC(C)(c2ccccc2)C1=O (centres undefined)	-4	-1	17	2.8	-1.0
16	COc1ccc(Cl)cc1C(=O)n1cnc2ccccc21	0	.	5	2.2	-1.5

nr	CAL PDZ FP-2	SR-BI DiI inh	AddAB inh	Tat export inh	CAL PDZ FP-1
9	-1.2	-16	-0.8	-8	-4
10	0.0	-27	0.4	-1	.
11	.	27	2.3	2	1
12	-2.8	35	-0.8	5	-3
13	-0.8	-13	-1.3	3	0
14	0.9	4	-0.9	3	-2
15	-2.0	-17	-1.2	2	-5
16	0.6	-5	2.6	-4	-2

(further entries)
nr	Structure	Wnt act	MITF act	SR-BI DiI-HDL act	phage Ecoli inh	E coli growth
17	COc1ccc(CN2CCNC(=O)C2CC(=O)O)c(OC)c1 (centres undefined)	-3	0	15	0.8	-2.4
18	COc1ccc(NC(=O)CN(C)C(=O)CCC(=O)c2ccc(C)cc2)cc1	1	14	-5	3.2	0.3
19	O=C(Nn1cnnc1)c1cc(Cl)ccc1Cl	-1	-4	30	0.2	-1.5
20	CN(C(=O)COC(=O)c1ccccc1C(=O)N(C)c1ccccc1)c1ccccc1	2	5	4	3.5	1.6
21	O=C(NCCSc1ccccc1)c1ccccc1	.	79	14	4.8	-0.5
22	COC(=O)COc1ccc2cccc(-n3cnnn3)c2c1	0	-2	12	2.0	0.5
23	CC(C)CN(C(=O)c1ccc([N+](=O)[O-])s1)c1c(N)n(Cc2ccccc2)c(=O)[nH]c1=O	-2	74	-40	1.5	0.9
24	O=C(CNC(=O)c1ccc2c(=O)n3c(nc2c1)CCC3)Nc1ccc(F)c(F)c1	-1	-6	22	4.3	-0.8

nr	CAL PDZ FP-2	SR-BI DiI inh	AddAB inh	Tat export inh	CAL PDZ FP-1
17	-0.9	-15	-1.2	0	.
18	0.5	5	0.7	-8	-1
19	.	-30	0.9	-5	-9
20	-0.9	-4	3.1	3	-4
21	-1.8	-14	-0.2	1	5
22	-0.3	-12	-1.5	-2	.
23	-1.2	40	-0.7	2	-4
24	-0.9	-22	-0.5	6	-2

Just SR-BI DiI inh and CAL PDZ FP-1, for some of the entries so far:
no. | SMILES | SR-BI DiI inh | CAL PDZ FP-1
23 | CC(C)CN(C(=O)c1ccc([N+](=O)[O-])s1)c1c(N)n(Cc2ccccc2)c(=O)[nH]c1=O | 40 | -4
17 | COc1ccc(CN2CCNC(=O)C2CC(=O)O)c(OC)c1 (centres undefined) | -15 | .

Later entries
nr	Structure	Wnt act	MITF act	SR-BI DiI-HDL act	phage Ecoli inh	E coli growth
25	Cc1occc1C(=O)N1CCN(c2ccccc2)CC1	-2	16	15	3.7	0.8
26	O=S1(=O)N=C(N2CCc3ccccc3C2)c2ccccc21	.	7	-10	2.5	-1.4
27	CCOc1ccc(S(=O)(=O)NCCC(=O)NC2=NCCS2)cc1	-1	7	0	3.0	-1.3
28	CN1CCN(S(=O)(=O)c2ccccc2)C(c2ccccc2)C1 (centres undefined)	-1	6	7	-0.9	-0.3
29	Cc1nc(-c2ccccn2)sc1C(=O)Nc1ccc(Cl)c(Cl)c1	.	37	-2	3.6	1.3
30	O=C(Nc1c(C(=O)N2CCCC2)cnn1-c1ccccc1)c1cccc(F)c1	.	7	24	0.8	1.7
31	COC(=O)[C@H](Cc1ccccc1)NC(=O)NCCC1=CCCCC1	.	-5	12	3.1	2.4
32	CC1CCN(C2=NC(=O)/C(=C/c3ccc(O)cc3)S2)CC1	1	.	-14	1.6	1.3

nr	CAL PDZ FP-2	SR-BI DiI inh	AddAB inh	Tat export inh	CAL PDZ FP-1
25	-0.9	-15	0.3	2	-5
26	-1.0	10	0.3	4	0
27	0.8	0	2.8	-2	-5
28	0.0	-7	-1.9	3	4
29	-4.8	2	2.6	2	-6
30	0.0	-24	0.9	10	1
31	-2.6	-12	1.7	-7	.
32	-1.2	14	1.4	-8	4

Further records:
nr	Structure	Wnt act	MITF act	SR-BI DiI-HDL act	phage Ecoli inh	E coli growth
33	O=Cc1cn(-c2ccccc2)nc1-c1ccccn1	-1	9	.	2.4	1.5
34	CCOC(=O)c1c[nH]c2ccc([N+](=O)[O-])cc12	0	12	7	4.8	.
35	CCCCn1c(N)c(S(=O)(=O)c2ccc(C)cc2)c2nc3ccccc3nc21	1	5	-18	1.4	-0.7
36	Cc1ccc2cc(CN(CC(C)C)S(=O)(=O)c3ccccc3)c(=O)[nH]c2c1	0	-11	-24	.	-0.3
37	O=[N+]([O-])/C=C/c1cn(Cc2ccc(Cl)cc2)c2ccccc12	3	-25	-32	1.8	-0.7
38	CC(=O)C(Sc1ccc2nnc(-c3cccnc3)n2n1)C(C)=O	-1	0	7	-1.4	2.5
39	O=C(CSc1cnc2ccccc2n1)c1ccc(F)cc1	22	50	-10	4.4	2.3
40	CC(Oc1cccc(Br)c1)C(=O)N1CCCN(C)CC1 (centres undefined)	-2	4	10	1.8	1.8

nr	CAL PDZ FP-2	SR-BI DiI inh	AddAB inh	Tat export inh	CAL PDZ FP-1
33	-1.4	.	1.4	2	-5
34	-0.2	-7	.	-3	-5
35	-3.1	18	-2.9	12	-1
36	-3.0	24	4.5	8	-1
37	-0.8	32	-0.3	2	-2
38	-1.7	-7	2.2	7	-3
39	-2.9	10	2.8	1	-4
40	-0.9	-10	0.6	-3	-1

Going on with the list.
nr	Structure	Wnt act	MITF act	SR-BI DiI-HDL act	phage Ecoli inh	E coli growth
41	CC(=NNC(=O)c1ccncc1)c1ccc(Cl)c(Cl)c1	-2	4	-6	1.5	.
42	CCN(CC)c1ccc(/C=N/NC(=O)c2cnccn2)c(O)c1	0	-24	.	-1.2	-8.2
43	CCn1ncc(Cl)c1C(=O)NC(=S)Nc1c(C)cc(C)cc1[N+](=O)[O-]	21	-12	-7	3.7	1.6
44	CCc1n[nH]c(=S)n1/N=C/c1cc(Br)c(OC)cc1OC	.	10	14	-1.0	3.4
45	CC(OC(=O)Cc1cccc(C(F)(F)F)c1)C(=O)Nc1ccc(Cl)cn1 (centres undefined)	0	-9	36	2.5	-0.5
46	Cc1c(C(=O)Nc2cccc(Cl)c2)cn2c(nc3ccccc32)c1C#N	.	5	-43	0.2	-0.6
47	Cc1ccc(C(=O)N2CCCCC2)cc1S(=O)(=O)N1CCCCCC1	0	4	-13	1.2	-1.0
48	Cc1cccc(NC(=O)COC(=O)CC2CCCC2)c1C	0	-2	0	-0.2	.

nr	CAL PDZ FP-2	SR-BI DiI inh	AddAB inh	Tat export inh	CAL PDZ FP-1
41	-0.4	6	.	-4	-3
42	1.0	.	-4.2	-1	3
43	-0.2	7	-0.8	8	0
44	-1.8	-14	1.7	-9	-3
45	-2.7	-36	4.4	1	0
46	0.2	43	-1.1	2	-2
47	-1.4	13	-2.7	1	-8
48	-4.1	0	.	-1	-4
